# AMA1 RON2 block: qHTS for Inhibitors of AMA1-RON; Towards Development of Antimalarial Drug Lead: Primary Screen; AID 720542, 2013; Potency, µM (series often up to 58.2 µM), inactives show at the highest dose activity change, negative = inhibition, actives largely listed as inhibitors; AlphaScreen AMA1-biotinylated RON2 peptide binding; 360,000 tested, 0.2% active; Plasmodium falciparum AMA1 (3D7) - RON2 peptide interaction;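 further: potency means the concentration at half of the fitted maximal effect; 0% = vehicle wells and -100% = peptide control; nearly all actives have a fitted effect of over 45% in size; some results filed as inactive show a strong effect at the top dose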
#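 AMA1 (3D7) with his tag at 25 nM final met compounds first, then biotinylated RON2 peptide at 25 nM; detection used donor plus acceptor beads, 10 µg/mL apiece, read by AlphaScreen after 30 min at room temperature.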
# HCV inh: qHTS Assay for Inhibitors of Hepatitis C Virus (HCV). Potency, µM (highest dose often 41.8 µM), inactives show top-dose activity change, negative = inhibition, hits mostly inhibitors. Huh7.5.1 HCVcc-Cre infection, luciferase reporter, 44 h. 340,000 tested, 3.4% active; further: potency means the concentration at half of the fitted maximal effect
#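 Reporter virus HCVcc-Cre (~0.5 moi) infects cells exposed to compound; seeding density 1,000 cells/well with 4 h settling beforehand. Luminescence, 15 sec read, taken 44 h post-infection following a 15 min RT substrate incubation.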
# LmPK inh: qHTS Assay for Inhibitors of Leishmania Mexicana Pyruvate Kinase (LmPK). Q27686. purified LmPK, Kinase-Glo ATP luminescence, 1 h. Potency, µM (highest dose often 57.5 µM), without a hit: top-dose activity change, negative = inhibition, most hits filed as inhibitors. 290,000 tested, 0.37% active. AID 1721, 2009; further: potency means the concentration at half of the fitted maximal effect
# Target sequence (Q27686 whole entry, looked up): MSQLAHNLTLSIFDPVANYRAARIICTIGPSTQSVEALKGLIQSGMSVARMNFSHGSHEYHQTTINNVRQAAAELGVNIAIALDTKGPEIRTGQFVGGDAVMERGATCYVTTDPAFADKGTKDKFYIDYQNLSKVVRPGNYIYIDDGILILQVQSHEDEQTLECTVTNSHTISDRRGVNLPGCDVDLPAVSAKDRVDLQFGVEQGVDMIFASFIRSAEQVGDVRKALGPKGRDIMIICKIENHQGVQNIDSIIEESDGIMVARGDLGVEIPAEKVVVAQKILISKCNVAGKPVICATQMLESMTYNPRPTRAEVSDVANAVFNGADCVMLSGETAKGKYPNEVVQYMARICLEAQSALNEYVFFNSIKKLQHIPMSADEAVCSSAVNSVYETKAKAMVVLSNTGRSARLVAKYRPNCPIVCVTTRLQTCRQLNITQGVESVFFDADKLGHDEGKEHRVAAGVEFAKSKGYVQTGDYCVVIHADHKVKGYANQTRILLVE
#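 ATP generated from ADP (0.1 mM) and PEP (0.5 mM) by 0.1 nM LmPK over 1 h at room temperature (pH 7.2 imidazole buffer) was detected by coupled luciferase luminescence. Values were normalized to uninhibited and no-enzyme wells.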
# HCMV antiviral: qHTS Assay for inhibitors of the human cytomegalovirus (HCMV); HFF cells, HCMV-luciferase reporter, 72 h; stronger effect = lower value; activity change, negative = inhibition, % at 57.5 µM; 410,000 tested, 4.5% active; in the data active means activity change below about -60%; inconclusive means no clear call, values can overlap the other calls; inactive means above about -39%
#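 Two-dose cell screen: HFF monolayers treated with compounds and infected with luciferase-expressing HCMV at 1 PFU/cell, 72 h at 37C, then lysed for luciferase measurement.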
# AmpC inh no detg: qHTS Inhibitors of AmpC Beta-Lactamase (assay without detergent); P00811; AmpC nitrocefin hydrolysis, absorbance 480 nm, 0.0001% Triton; Potency, µM (doses to about 57.1 µM), without a hit: at the highest dose activity change, negative = inhibition, most hits filed as inhibitors; 330,000 tested, 0.52% active;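 further: potency means the concentration at half of the fitted maximal effect; plate controls were no compound for no effect and no enzyme for full effect; nearly all actives have a fitted effect of over 20% in size; some results filed as inactive show a strong effect at the top dose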
# Target sequence (P00811 whole entry, looked up): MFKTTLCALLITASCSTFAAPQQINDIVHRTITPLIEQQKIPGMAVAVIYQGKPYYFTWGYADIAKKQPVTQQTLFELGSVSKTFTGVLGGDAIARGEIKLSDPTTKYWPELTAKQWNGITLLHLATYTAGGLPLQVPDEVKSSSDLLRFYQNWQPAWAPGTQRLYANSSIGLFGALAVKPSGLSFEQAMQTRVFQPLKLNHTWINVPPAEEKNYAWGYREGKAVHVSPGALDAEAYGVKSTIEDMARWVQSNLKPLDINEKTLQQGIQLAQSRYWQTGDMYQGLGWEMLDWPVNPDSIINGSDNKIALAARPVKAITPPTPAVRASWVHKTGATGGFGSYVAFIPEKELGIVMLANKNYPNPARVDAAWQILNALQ
#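 AmpC (5.3 nM in the dispensed reagent) in 20 mM phosphate pH 7.0 with 0.01% (detergent screen) or 0.0001% Triton X-100 was preincubated with compounds for 15 min at room temperature. Nitrocefin was then added from an 800 uM solution, and hydrolysis was followed at 480 nm.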
# AmpC detergent: qHTS Inhibitors of AmpC Beta-Lactamase (assay with detergent). P00811. AmpC hydrolysis of nitrocefin, absorbance 480 nm, 0.01% Triton. Potency, µM (doses to about 114 µM), inactives show top-dose activity change, negative = inhibition, most hits filed as inhibitors. 370,000 tested, 0.041% active. AID 485294, 2010;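 further: potency means the concentration at half of the fitted maximal effect; 0% = no-compound wells and -100% = no-enzyme wells; nearly all actives have a fitted effect of over 25% in size; some results filed as inactive show a strong effect at the top dose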
#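 20 mM phosphate pH 7.0 + 0.01% (detergent screen) or 0.0001% Triton X-100; 5.3 nM AmpC reagent; cpd preinc 15 min RT; nitrocefin (800 uM stock) to start; A480 q20 s × 4 min; Activity was normalised to no-enzyme and no-compound control wells.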
# Tb PYK inh: qHTS of Trypanosoma Brucei Inhibitors | AID 624173, 2012 | TbPYK enzyme, Kinase-Glo Plus ATP luminescence, 45 min | 410,000 tested, 0.12% active | Potency, µM (titrated, usually from 76.8 µM), for the others: top-dose activity, negative = inhibition, usual class: inhibitors | pyruvate kinase (Trypanosoma brucei), Q57TT1; further: potency means the concentration at half of the fitted maximal effect; nearly all actives have a fitted effect of over 50% in size
#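 Assay buffer: 50 mM TEA pH 7.2, 100 mM KCl, 10 mM MgCl2, 0.05% BSA, 0.01% Tween-20. Pyruvate kinase from T. brucei plus substrate met compound, then ADP (130 uM final). Luminescence was read post 45 min RT.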
# Active calls of the source: *; ? = inconclusive; · = not tested or not shown; [ ] = another dose, or the depositor's remark. Unless noted, the call rests on the fitted dose curve; in most records, active means well fitted curve in the direction sought with a large enough effect; inconclusive means small, poorly fitted or top-dose-only effect, or another doubt; inactive means no such curve, though single readings can be large; an effect the other way counts as inactive or inconclusive. Unless noted, on the % scale 0 is the no-effect control and ±100 the full control effect.
SMILES,AMA1 RON2 block,HCV inh,LmPK inh,HCMV antiviral,AmpC inh no detg,AmpC detergent,Tb PYK inh
CCOc1ccc(N(Cc2nnc3n2CCCCC3)C(=O)Nc2cccc(C)c2)cc1,4%,11%,-1%[11.5 µM],?,112%[activator],0%,-4%
CCOc1ccccc1C(=O)NCc1ccc2c(c1)OCO2,14%,?,-8%,-27,-15%,-1%,-4%
O=C(CS(=O)(=O)c1cccc2nsnc12)Nc1ccc(F)cc1,·,·,·,-3,·,1%,-4%
COC(=O)c1ccc2ncccc2c1,-3%,4%,3%,41,-24%,1%,-4%
NS(=O)(=O)c1ccc(Nc2nc(-c3cccc([N+](=O)[O-])c3)cs2)cc1,-2%,25µM*,1%,?,-35%,3%,-21%
CCCCCCCCCn1ccc(=N)cc1,25%,0.04µM*,-5%,-95*,15%,1%,-6%
Cc1cc([N+](=O)[O-])ccc1NC(=O)CN1C2CCC1CC(NC(=O)NC13CC4CC(CC(C4)C1)C3)C2 (stereo unspecified),-5%,2.5µM*,5%,?,-32%,-1%,-2%
O=C(O)CC(C(=O)OCCOc1ccccc1)N1CCOCC1 (stereo unspecified),-3%,-2%,-5%,6,-11%,?,4%
O=C(COC(=O)c1ccc(S(=O)(=O)N2CCCCCC2)cc1)NCc1ccc(Cl)cc1,-5%,5%,·,-15,-19%,1%,-7%
Cc1ccc(C(=O)NC(=S)N2CCN(C)CC2)cc1,-6%,7%,-2%,53,-19%,-13%,-19%
CCc1ccccc1NC(=O)CNC(=O)CNC(=O)Cc1ccccc1,-10%,17%,·,-38,-6%,-12%,-2%
O=C(N/N=C/c1ccc(Br)cc1)c1ccc(F)cc1,-2%[2.32 µM],3%,-3%,-18,-32%,?,-8%
Cc1c(N=C2N=C(NC(=O)NC(C)(C)C)c3ccccc32)c(=O)n(-c2ccccc2)n1C,-4%,-12%,-1%,18,-20%,3%,1%
O=C(Nc1ccc(NC(=O)c2cccs2)cc1)c1ccc2c(c1)OCO2,-18%,?,4%,?,-24%,1%,-2%
COc1ccc(Nc2oc(-c3ccc(COc4ccccc4C)o3)nc2C#N)cc1,·,·,·,-7,·,6%,-5%
COc1ccc(OC)c(N2C(=O)CCCC2=O)c1,30%,12%,0%,-9,-10%,-2%,0%
CCc1ccc(CNC(=O)C2Cc3cc(S(=O)(=O)N4CCCCCC4)ccc3N2C(C)=O)cc1 (stereo unspecified),·,·,·,4,·,12%,5%
O=C(Nc1cnns1)Oc1ccccc1,9%,·,·,-23,·,·,-3%
CCOC(=O)C1=C(COC(=O)Cc2ccccc2)NC(=O)NC1C (stereo unspecified),-11%,9%,-6%,-17,-4%,2%,-3%
CCC(=O)N1c2ccc(S(=O)(=O)CCC(=O)N3CCN(c4ccc(F)cc4)CC3)cc2CC1C (stereo unspecified),·,·,·,-24,·,-1%,0%
O=C(Nc1ccc(F)cc1)C1(S(=O)(=O)c2ccc(Cl)cc2)CC1,-14%,-14%,1%,-18,-16%,-15%,0%
CCc1ccc(-c2csc(NC(=O)C3CCCO3)c2C(=O)OC(C)C)cc1 (stereo unspecified),167%[activator],?,0%,-28,39%,-2%,1%
O=C1OC(Sc2ccccc2)(c2ccccc2)c2ccccc21 (stereo unspecified),-5%,?,·,10,·,·,0%
CC1CC(C)CN(c2ncc3c(n2)CC(c2ccccc2)CC3=O)C1 (stereo unspecified),0%,22%,4%,1,-7%,-2%,-13%
COc1ccc(-n2c(SCC#N)nc3c(sc(=S)n3-c3ccccc3)c2=O)c(OC)c1,25%,10%,-4%,5,12%,?,-40%
Cc1cc(Cl)ccc1OC(C)C(=O)NN1C(=O)c2ccccc2C1=O (stereo unspecified),58%[activator],1%,-1%,?,-10%,-9%,5%
Cc1noc(C)c1COc1ccc(C(=O)NCc2ccccn2)cc1,-4%,16%,-1%,89,-15%,?,-1%
CN(Cc1ccccc1)C(=O)c1cc2cc(F)ccc2[nH]1,3%,-12%,-2%,42,-29%,7%,-16%
CCN(CC)CCN1C(=O)C(=O)/C(=C(/O)c2ccc(C)cc2)C1c1ccncc1 (stereo unspecified),·,16%,2%,·,-17%,-6%,·
O=C(Cc1cc(=O)oc2cc(O)ccc12)N[C@@H](Cc1c[nH]c2ccccc12)C(=O)O,-5%,4%,10%,91,-25%,-1%,-2%
COc1cccc(NC(=O)CCCn2nc(C)c3c(C)n(-c4ccccc4)nc3c2=O)c1,0%,-15%,-1%,3,2%,1%,-16%
CCn1c(CNC(C)=O)nnc1SCC(=O)c1ccc(Br)cc1,-2%,0%,0%,29,45%,-12%,-17%
CCN(CC1CCCN(CCc2cccc(OC)c2)C1)C(=O)C=C(C)C (stereo unspecified),-1%,-6%,-1%,9,0%,-8%,0%
Cc1ccc(S(=O)(=O)N(CC(=O)Nc2ccc3c(c2)OCO3)c2ccc(C)c(Cl)c2)cc1,·,·,·,-29,·,-4%,5%
COc1ccc2oc(=O)cc(CN3CCN(Cc4ccc(OC)c(OC)c4OC)CC3)c2c1,-12%,3.5µM*,2%,-26,101%[activator],-3%,7%
COc1cc(Cl)ccc1OCc1cc(C(=O)N2CCCCC2c2cccnc2)no1 (stereo unspecified),1%,1%,7%,?,81%[activator],?,-6%
C=C(C)CN(CC)C(=O)COc1ccc(S(=O)(=O)Nc2ccc(OC)cc2)cc1,-18%,-7%,5%,-7,3%,-2%,0%
CCCCc1nc2c(C)c(N)cnc2n1Cc1cccc([N+](=O)[O-])c1,1%,-15%,0%,42,105%[activator],3%,13%
O=C(NCc1cccc(Cl)c1)c1cc(COc2ccc3ncccc3c2)on1,-18%,6.3µM*,9%,?,-9%,5%,0%
C=CCN=C1NN=C(c2cc(C)n(CCOC)c2C)CS1,-7%,-4%,?,-96*,92%[activator],-7%,1%
N#CCCN(Cc1ccccc1)C(=S)NC(=O)c1ccccc1,21%,-1%,?,-10,-17%,-6%,?
COc1cc(/C=N\NC(=O)C(C)(C)O)ccc1OC/C=C/c1ccccc1,87%[activator],-4%,0%,-21,38%,-15%,1%
C=CCn1c(=O)c(C(=O)Nc2ccc(C)cc2)c(O)c2ccccc21,6%,-1%,2%,154,-20%,-2%,-5%
CCOc1ccc(NC(=O)CSc2nnc(-c3cc(C)[nH]n3)n2N)cc1,-1%,12%,5%,?,11%,-5%,2%
COc1ccc(N2CCN(C(=O)Nc3ccc(S(=O)(=O)N(C)C)cc3)CC2)cc1,8%,?,2%,?,?,1%,-1%
Cc1ccc(/C=N/Nc2cccc3cccnc23)c(O)c1,17%,?,-18%,150,-36%,0%,-5%
CC(C)c1ccc2c(c1)C(c1cccs1)=NNC(c1ccncc1)=N2,6%,0%,8%,-38,39%,2%,13%
CC1(c2ccccc2Cl)NC(=O)N(CC(=O)N2c3ccccc3NC(=O)C2(C)C)C1=O (stereo unspecified),0%[11.6 µM],27%,·,-11,-42%,5%,-4%
Cc1cccc(C(=O)OCC(=O)N2CCCC2=O)c1O,10%,36%[activator],·,-5,-9%,1%,-6%
Fc1ccc2cnc(-c3ccccc3F)cc2c1,32%[activator],14%,·,0,-2%,·,-11%

# (list continues)
SMILES,AMA1 RON2 block,HCV inh,LmPK inh,HCMV antiviral,AmpC inh no detg,AmpC detergent,Tb PYK inh
Cc1ccc(C)c(N(CC(=O)NC2CCCC2)C(=O)CCC(=O)Nc2cc(C)on2)c1,-8%,9%,-4%,-11,29%,5%,-1%
COc1cccc(NC(=O)c2cc3cccc(OC)c3o/c2=N\O)c1,·,·,-1%,·,151%,-1%,·
O=C(COC(=O)Cc1ccsc1)Nc1ccc(S(=O)(=O)N2CCOCC2)cc1,14%,3%,-4%,?,-2%,-1%,2%
CCCc1cc(=O)n(-c2nc3ccccc3s2)[nH]1,119%[activator],19%,0%,15,?,1%,6%
N#Cc1cn(CCOc2ccc(F)cc2)c2ccccc12,33%[activator],?,-3%,21,-22%,4%,-6%

# Molecules from the list above that contain four or more nitrogen atoms, in the order listed:
SMILES,AMA1 RON2 block,HCV inh,LmPK inh,HCMV antiviral,AmpC inh no detg,AmpC detergent,Tb PYK inh
CCOc1ccc(N(Cc2nnc3n2CCCCC3)C(=O)Nc2cccc(C)c2)cc1,4%,11%,-1%[11.5 µM],?,112%[activator],0%,-4%
NS(=O)(=O)c1ccc(Nc2nc(-c3cccc([N+](=O)[O-])c3)cs2)cc1,-2%,25µM*,1%,?,-35%,3%,-21%
Cc1cc([N+](=O)[O-])ccc1NC(=O)CN1C2CCC1CC(NC(=O)NC13CC4CC(CC(C4)C1)C3)C2 (stereo unspecified),-5%,2.5µM*,5%,?,-32%,-1%,-2%
Cc1c(N=C2N=C(NC(=O)NC(C)(C)C)c3ccccc32)c(=O)n(-c2ccccc2)n1C,-4%,-12%,-1%,18,-20%,3%,1%
COc1ccc(-n2c(SCC#N)nc3c(sc(=S)n3-c3ccccc3)c2=O)c(OC)c1,25%,10%,-4%,5,12%,?,-40%
COc1cccc(NC(=O)CCCn2nc(C)c3c(C)n(-c4ccccc4)nc3c2=O)c1,0%,-15%,-1%,3,2%,1%,-16%
CCn1c(CNC(C)=O)nnc1SCC(=O)c1ccc(Br)cc1,-2%,0%,0%,29,45%,-12%,-17%
CCCCc1nc2c(C)c(N)cnc2n1Cc1cccc([N+](=O)[O-])c1,1%,-15%,0%,42,105%[activator],3%,13%
C=CCN=C1NN=C(c2cc(C)n(CCOC)c2C)CS1,-7%,-4%,?,-96*,92%[activator],-7%,1%
CCOc1ccc(NC(=O)CSc2nnc(-c3cc(C)[nH]n3)n2N)cc1,-1%,12%,5%,?,11%,-5%,2%
COc1ccc(N2CCN(C(=O)Nc3ccc(S(=O)(=O)N(C)C)cc3)CC2)cc1,8%,?,2%,?,?,1%,-1%
CC(C)c1ccc2c(c1)C(c1cccs1)=NNC(c1ccncc1)=N2,6%,0%,8%,-38,39%,2%,13%
CC1(c2ccccc2Cl)NC(=O)N(CC(=O)N2c3ccccc3NC(=O)C2(C)C)C1=O (stereo unspecified),0%[11.6 µM],27%,·,-11,-42%,5%,-4%
Cc1ccc(C)c(N(CC(=O)NC2CCCC2)C(=O)CCC(=O)Nc2cc(C)on2)c1,-8%,9%,-4%,-11,29%,5%,-1%

# Compound activity from PubChem.
